Assay outcomes: PubChem, National Center for Advancing Translational Sciences (NCATS)
Nrf2 ARE act: qHTS of Nrf2 Activators | AREc32 ARE-luciferase reporter (MCF7-derived line), luminescence, 24 h | Potency, µM (titrated, usually from 46.1 µM), without a hit: at the top dose activation, hits mostly activators | 410,000 tested, 0.31% active | AID 624171, 2012; further: potency means the concentration at half of the fitted maximal effect; % of control where 0% means no effect; nearly all actives have a fitted effect of over 65% in size
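Quantitative high-throughput format: AREc32 reporter cells, 1000 per well, received compound by pin transfer and were incubated 24 hr at 37 deg C, 5% CO2, before Steady-Glo luminescence detection.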
Akt phos inh: HTS Assay for Inhibitors of Akt Phophorylation: Primary Screen; 360,000 tested, 0.32% active; activity change, % for hits at 50 µM; Neuro2A IGF-stimulated pAkt S473 HTRF, 20 min; stronger effect = lower value; AID 651550, 2012; in the data active means activity change below about -80%; inconclusive means mostly about -51% to -80%; further: on the % scale 0 is the no-effect control and ±100 the full control effect
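Neuro2A cells (4,500/well, DMEM with 0.5% FBS) were treated with compound at a single 50 µM final concentration, stimulated with 6 nM IGF for 20 min at 37 °C, and lysed. Phospho-Akt Ser473 was read by HTRF as 665/615 ratio ×10^4.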
TGFb inhibitor: qHTS for Inhibitors of TGF-b. HepG2 CAGA-GFP TGF-b/SMAD3 reporter, GFP fluorescence, 18 h; TGF-beta stimulated, 500 pg/mL final. Potency, µM (doses to about 46.1 µM), for the others: at the highest dose activity, negative = inhibition, actives largely listed as inhibitors. 410,000 tested, 1.2% active. AID 588855, 2011; further: potency means the concentration at half of the fitted maximal effect; on the % scale 0 is the no-effect control and ±100 the full control effect; nearly all actives have a fitted effect of over 65% in size
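Cell-based qHTS in HEPG2 carrying a CAGA-GFP Smad reporter; compounds added before 500 pg/mL final TGF-beta, 18 h incubation at 37 degrees C, GFP fluorescence quantified per cell by imaging cytometry.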
CCT chaperon mod: High-Throughput Screening for Modulators of Cytosolic Chaperonin Activity. purified chaperonin ATPase assay, HTRF ADP detection, 30 min. activity change, % (test concentration not listed), hits read low. 360,000 tested, 0.3% active. AID 651819, 2012; in the data active means activity change below about -30%; further: on the % scale 0 is the no-effect control and ±100 the full control effect
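Enzyme 40 or 20 nM (batch-dependent) in Tris pH 7.4/KCl/MgCl2/DTT; cpd 76 uM single point; ATP 10 uM; 30 min 37 °C; Transcreener ADP HTRF detection, 30 min RT; ratio 665/615.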
HepG2 tox: qHTS for Inhibitors of TGF-b: Cytotox Counterscreen; HepG2 CAGA-GFP viability, ATP luminescence, 18 h; Potency, µM (series often up to 46.1 µM), for the others: at the highest dose activity change, negative = cytotoxicity, usual class: cytotoxic; 410,000 tested, 0.76% active; further: potency means the concentration at half of the fitted maximal effect; some results filed as inactive show a strong effect at the top dose
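HepG2 CAGA-GFP cells (1000/well, DMEM with 1% FBS) received compound, then TGF-beta at 500 pg/mL final, and were incubated 18 hours at 37 degrees C. Viability was read by CellTiter-Glo luminescence. Media-only wells were set as complete cell-killing and DMSO as no toxicity.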
Abeta yeast res: qHTS for compounds that reverse cellular toxicity of Amyloid beta (A-beta) peptide in yeast: Primary Screen; yeast expressing A-beta42, growth rescue, OD600, 48 h; response scale: 0% DMSO, 100% iron-clioquinol control; Potency, µM (titrated, usually from 46.1 µM), for the others: top-dose growth rescue, most hits filed as activators; 410,000 tested, 0.063% active; AID 1347071, 2019; further: potency means the concentration at half of the fitted maximal effect; nearly all actives have a fitted effect of over 55% in size
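Yeast A-beta toxicity model in growth medium with pinned compounds, 48 h at 30 C; growth read as absorbance at 600 nm. Normalized to FeCl3/clioquinol equimolar mix (positive) and DMSO (negative).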
A549 viability: Nrf2 qHTS screen for inhibitors: counterscreen for cytotoxicity | A549 ARE-Fluc cells, CellTiter-Fluor viability, 18-24 h | Potency, µM (top dose mostly 46 µM), without a hit: at the top dose activity change, negative = cytotoxicity, usual class: inhibitors | 390,000 tested, 0.16% active; further: potency means the concentration at half of the fitted maximal effect; on the % scale 0 is the no-effect control and ±100 the full control effect
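A549 ARE-Fluc cells in 5% FBS OPTI-MEM, 5000 cells/well, rested 2 h then exposed to compounds in concentration-response for 18-24 h at 37 °C. Viability by CellTiter-Fluor fluorescence (Ex 405/Em 525) after 30 min; luciferase luminescence (BugLite, 15 min, RT) read afterwards.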
Mm-Cpn inhibitor: Inhibitors of TCP-1 ring complex (TRiC) of Methanococcus maripaludis (MmCpn): qHTS. 330,000 tested, 0.031% active. Potency, µM (highest dose often 76.9 µM), inactives show top-dose activity, negative = inhibition, hits mostly inhibitors. AID 504842, 2011. purified Mm-Cpn ATPase, ADP Transcreener TR-FRET; further: potency means the concentration at half of the fitted maximal effect; on the % scale 0 is the no-effect control and ±100 the full control effect; nearly all actives have a fitted effect of over 80% in size
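Compound-treated chaperonin, 25 nM final, turns over 10 uM ATP at 37°C for 30 min following a 10 min preincubation; ADP generated competes with ADP-d2 for Eu-cryptate antibody, lowering FRET.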
Nrf2 block: Nrf2 qHTS screen for inhibitors. A549 ARE-Fluc reporter, luciferase luminescence, 18-24 h. Potency, µM (titrated, usually from 46 µM), for inactives: at the top dose activity change, negative = inhibition, hits mostly inhibitors. 360,000 tested, 2.1% active; further: potency means the concentration at half of the fitted maximal effect; on the % scale 0 is the no-effect control and ±100 the full control effect; nearly all actives have a fitted effect of over 60% in size
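Cells were seeded and rested 2 h, then exposed to compounds for 18-24 h. CellTiter-Fluor was read first as a viability measure. BugLite was added 15 min before the final luminescent read of ARE-luciferase activity in A549 cells.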
* = called active by the depositor; i = inactive; ? = inconclusive; nt = not tested or not shown; & = joins results of further samples; [ ] = dose if it differs, or a comment. Unless noted, the call rests on the fitted dose curve; in most records, active means well fitted curve in the direction sought with a large enough effect; inconclusive means small, poorly fitted or top-dose-only effect, or another doubt; inactive means no such curve, though single readings can be large; an effect the other way counts as inactive or inconclusive. Compounds were not picked by outcome; 4.3% or so of the library scored in one or more.

SMILES | Nrf2 ARE act | Akt phos inh | TGFb inhibitor | CCT chaperon mod | HepG2 tox | Abeta yeast res | A549 viability | Mm-Cpn inhibitor | Nrf2 block
O=C(CN1CCN(c2ccc(F)cc2)CC1)Nc1nccs1 | 0.2% | i | 1% | 0.3 | 2% | -2% | -2% | 4% | -2%
Cc1c(Cc2ccccc2)c(=O)oc2c(C)c(OCC(=O)Nc3ccc(C#N)cc3)ccc12 | -0.4% | i | -2% | 0.2 | -2% | -4% | -1% | -2% | -2%
CCOc1ccccc1C(=O)NC(C)c1ccc2c(c1)OCO2 (stereo unspecified) | 0.3% | nt | 10% | -3.2 | -3% | -43%[inhibitor] | -3% | 2% | nt
Cc1cc2oc(=O)cc(CN3CCN(c4ccccc4)CC3)c2cc1Cl | 0.0% | i | -14% | -0.2 | -17% | -9% | nt | nt | nt
CCN(Cc1cc(=O)n2ccsc2n1)c1cccc2ccccc12 | 15% | i | -24% | -1.2 | -16% | -84%[inhibitor] | 12% | -1% | ?
CN(C)CCCNc1nc2cc(-c3ccc4c(ccn4C)c3)sc2c(=O)n1C | 10.0% | i | ? | -0.7 | -34% | -18% | nt | nt | nt
CCc1ccc(-n2c(SCC(=O)Nc3cccc(S(=O)(=O)NC4=NCCCCC4)c3)nc3ccccc3c2=O)cc1 | 1.5% | i | -33% | 0.2 | -16% | 7% | 4% | -15% | 4%
C=C1CCN(c2ccc(C(=O)O)cc2[N+](=O)[O-])CC1 | -0.8% | i | 12% | 1.6 | 9% | -6% | -16% | nt | 0%
O=C(NC1CCN(S(=O)(=O)c2ccc(F)cc2)CC1)c1ccccc1 | -0.3% | i | -1% | -1.9 | -10% | 2% | -5% | -1% | ?
Cc1ccc2c(c1)N(C)/C(=C/c1cccc[n+]1CCO)S2 | 2.4% | i | -20% | -2.8 | -22% | -5% | -21% | -1% | -15%
COc1cc(CN2CCN(C(c3ccccc3)c3ccccc3)CC2)cc(OC)c1OC | 0.6% | i | ? | -3.2 | -22% | 9% | -8% | -3% | 7%
Cc1ccc(NC(=O)C2(N(CC(C)C)C(=O)Cn3nnnc3N)CCCCC2)cc1 | 0.2% | i | -13% | -1.8 | -17% | 9% | 16% | -1% | 1%

Three compounds already listed, arranged by SMILES length, descending.
SMILES | Nrf2 ARE act | Akt phos inh | TGFb inhibitor | CCT chaperon mod | HepG2 tox | Abeta yeast res | A549 viability | Mm-Cpn inhibitor | Nrf2 block
Cc1c(Cc2ccccc2)c(=O)oc2c(C)c(OCC(=O)Nc3ccc(C#N)cc3)ccc12 | -0.4% | i | -2% | 0.2 | -2% | -4% | -1% | -2% | -2%
Cc1cc2oc(=O)cc(CN3CCN(c4ccccc4)CC3)c2cc1Cl | 0.0% | i | -14% | -0.2 | -17% | -9% | nt | nt | nt
O=C(CN1CCN(c2ccc(F)cc2)CC1)Nc1nccs1 | 0.2% | i | 1% | 0.3 | 2% | -2% | -2% | 4% | -2%

(more compounds)
SMILES | Nrf2 ARE act | Akt phos inh | TGFb inhibitor | CCT chaperon mod | HepG2 tox | Abeta yeast res | A549 viability | Mm-Cpn inhibitor | Nrf2 block
CCN(C(=O)CN1C(=O)S/C(=C\c2ccc(F)cc2)C1=O)C1CCS(=O)(=O)C1 (stereo unspecified) | 6.0% | i | 9% | -0.6 | -24% | -11% | 9% | 2% | ?
CCn1c(O)c(C=Nc2ccccc2)oc1=S | 13% | i | 0% | -5.7 | -12% | -8% | -2% | -19% | nt
CCOc1cccc(OCCCOc2ccccc2)c1 | 3.2% | i | -3% | -0.4 | 1% | 10% | 6% | 1% | nt
CCc1cccc(NC(=O)COC(=O)/C=C/c2cccs2)c1 | 7.0% | i | -8% | -6.8 | 5% | 17% | -1% | 0% | ?
O=C(O)c1cccc(Oc2ncnc3sc4c(c23)CCCC4)c1 | -0.3% | i | 10% | 0.2 | 22% | -14% | -1% | 3% | -5%
Nc1cccc(S(=O)(=O)c2cccc(N)c2)c1 | 0.1% | i | -1% | -3.7 | 1% | -3% | 0% | 0% | -19%
O=C(Nc1ccc(Br)cc1F)C1CCN(c2nc3ccccc3[nH]2)CC1 | 5.3% | nt | -21% | nt | -17% | -4% | 0% | nt | nt
COC(=O)c1c(C(=O)OC)c(-c2ccc(OC)cc2)n2c1CS(=O)(=O)C2 | 0.3% | i | 3% | -1.2 | -25% | -7% | -1% | 0% | -12%
CCOC(=O)C1=C(C)N(CC(C)C)C(=O)C1 | -0.1% | i | -1% | -1.5 | 14% | 10% | -8% | 1% | 3%
COc1ccc(/C=N/c2oc(C)c(C)c2C#N)c(OC)c1 | -0.5% | i | 3% | -1.3 | -3% | -6% | 0% | 1% | 6%
CCN1CCN(c2cc(C)c3cc(NC(=S)N4CCN(c5ccccc5)CC4)ccc3n2)CC1 | 0.3% | i | ? | -1.8 | -22% | -7% | 1% | 3% | -5%
COCCN(C(=O)CCCc1nc2ccccc2s1)c1c(N)n(CC(C)C)c(=O)[nH]c1=O | 0.1% | i | 20% | 0.0 | 1% | -12% | -2% | 1% | 2%
CC(C)(C)OC(=O)N1CC=C2C(C#N)=C(N)C(C#N)(C#N)C(c3cccs3)C2C1 (stereo unspecified) | 14% | i | ? | -0.3 | -27% | -7% | ? | -2% | ?
CCCCN(CC)CCCNC(=O)c1cc2c(=O)oc3ccc(C)cc3c2s1 | 0.1% | nt | 17% | nt | -5% | -6% | -7% | nt | 10%
Cc1ccc(S(=O)(=O)N(C)C)cc1N | 0.1% | i | 12% | -1.4 | 6% | 8% | 2% | 0% | -18%
Cc1ccc(C(=O)NCC(=O)OCC(=O)c2cccc3ccccc23)cc1 | nt | nt | -9% | nt | -33% | nt | 15% | nt | 3%
COc1ccc(CCNC(=O)COC(=O)c2cc(Cl)nc(Cl)c2)cc1 | -0.8% | i | 7% | 1.8 | 2% | -4% | 9% | 1% | 11%
Cc1cc2c(cc1C)C(=O)C(=O)N2 | -0.6% | i | -3% | -4.9 | 2% | -4% | 12% | nt | -1%
CCOC(=O)C1=C(CN2CCCCC2)NC(=O)NC1c1cc(C)ccc1C (stereo unspecified) | 0.7%&-0.3% | i | -18%&-5% | -3.2 | -31%&-40% | -8%&5% | -4%&-7% | -1% | -4%
Cc1ccc(N2CCN(C(=S)Nc3ccc(Cl)cc3)CC2)cc1 | -0.7% | i | -1% | -0.6 | -2% | 4% | -5% | -1% | ?
CCc1ccccc1NC(=O)CN(C)Cc1c(O)ccc2ccccc12 | 19% | i | ? | 0.6 | -45% | 5% | 2% | ? | -8%
O=C(/C=C/c1ccc(Cl)cc1Cl)NCc1ccncc1 | 1.9% | i | -19% | 2.6 | 6% | 5% | -2% | 1% | ?
O=C(Nc1ccccc1C(=O)OCc1cc(=O)n2nc(C3CC3)sc2n1)c1ccc(Cl)cc1 | ? | nt | -15% | nt | -14% | -9% | 2% | nt | nt
CC(C)c1ccc(NC(=O)Nc2nnc([C@@H]3C[C@H](O)[C@@H](CO)O3)s2)cc1 | 4.6% | i | 3% | 0.0 | 0% | -6% | nt | nt | nt
CCc1ccc2c(c1)c(=O)c(S(=O)(=O)c1ccc(F)cc1)cn2CC(=O)Nc1ccccc1OC | -1.3% | nt | ? | nt | 4% | 12% | 1% | nt | -14%
CCOC(=O)c1nnn(-c2nonc2-n2cccc2)c1CN1CCOCC1 | 0.8% | i | 12% | -0.4 | -3% | -17% | 6% | 0% | nt
CCc1ccc(NS(=O)(=O)c2c(C(=O)N3CCCCCC3)c(C)n(C)c2C)cc1 | -0.6% | i | 2% | -0.2 | -1% | 0% | 1% | 1% | 0%
CCOC(=O)c1sc(NC(=O)c2ccc(=O)[nH]c2)nc1C | -0.2% | i | 2% | 1.5 | 4% | -18% | 1% | 1% | 8%
CCc1cccc(-n2c(C)nc3c(cnn3-c3ccc(Cl)cc3)c2=O)c1 | -0.5% | nt | ? | nt | -27% | ? | 0% | nt | 16µM*
CN(C)S(=O)(=O)c1cccc(NC(=S)NCCc2ccccn2)c1 | 0.3% | i | -6% | 0.3 | 11% | 1% | 0% | 1% | -5%
CC(NC(=O)CSc1ncn[nH]1)c1ccc(Cl)cc1Cl (stereo unspecified) | 0.5% | i | 15% | 1.6 | 2% | -14% | -1% | 0% | -12%
Cc1ccc(NC(=O)c2cc(=O)c3ccccc3o2)cc1S(=O)(=O)N1CCCCC1 | 0.3% | i | 1% | 2.1 | -5% | 16% | -20% | 0% | 16µM*
O=C(Nc1cccc(-c2cnc3ccccc3n2)c1)c1ccncc1 | 3.1% | i | -1% | 2.0 | 13% | 3% | 1% | 0% | 0%
COc1ccc(NS(=O)(=O)c2cccc(C(=O)NCc3ccco3)c2)cc1 | 0.7% | i | -11% | -2.1 | 1% | 0% | 0% | 1% | -19%
NS(=O)(=O)c1ccc(CCNC(=O)COC(=O)c2cc([N+](=O)[O-])ccc2N2CCOCC2)cc1 | 0.0% | i | 20% | 0.3 | 11% | -4% | -14% | 1% | 10%
CCOC(=O)c1n[nH]n2c1nc(=S)c1ccccc12 | 0.6% | i | 1% | -0.5 | -14% | -18% | 0% | -27% | 27%
CCN1CCCc2cc(CN(CCN3CCOCC3)C(=S)Nc3ccc(OC)c(OC)c3)ccc21 | 0.0% | i | -5% | 1.7 | 0% | 19% | 1% | 1% | -3%
CC(C)(C)NC(=O)COC(=O)c1ccc(Cl)cc1O | 2.6% | i | 0% | 3.3 | -7% | -1% | 4% | 1% | 0%
